XIAP antagonists – XIAP antagonists, biochemical, IAP family, fluorescence polarization (AID 1018) | E3 ubiquitin-protein ligase XIAP (Homo sapiens) | 200,000 compounds, 0.007% hits | XIAP BIR domain, fluorescence polarization peptide displacement; higher % means a stronger effect | displacement, % at 20 µM; hits with a dose series show IC50 in µM; in the data active = displacement above about 50%; also: a part of the inactive calls stands beside numbers as strong as those of hits
Yfh1-off respiration – enhancers of respiration in Yfh1-depleted yeast, dose response, Friedreich's ataxia, plus single-dose screen (AID 1465) | S. cerevisiae Yfh1-off respiration, WST-1 reduction, 72 h; higher fold induction means a stronger effect | fold induction at 50 µM; hits with a dose series show EC50 in µM | 220,000 compounds, 0.074% hits;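 active = fold induction of absorbance versus untreated yeast above a set limit, then at least 30% activation at any dose in follow-up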;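 also: activators that raise dye reduction in frataxin-depleted yeast; strong numbers were not always called active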
M17LAP inhibition – P. falciparum M17LAP inhibitors, primary screen, biochemical, fluorogenic H-Leu-NHMec substrate, 1536-well (AID 1619); inhibition, % at 30 µM; hits with a dose series show IC50 in µM; Leucine aminopeptidase (Plasmodium falciparum (isolate 3D7)); recombinant M17LAP, H-Leu-NHMec fluorogenic kinetic assay; higher % means a stronger effect; 220,000 compounds, 0.38% hits;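 active = compound inhibiting the enzyme by more than half at any dose during confirmatory dose-response retesting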;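 also: plate controls were full reaction with DMSO carrier for no effect and no enzyme background for full effect; strong numbers were not always called active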
LYP inhibition – inhibitors of LYP phosphatase, biochemical, fluorescence intensity, uHTS (AID 1779). Tyrosine-protein phosphatase non-receptor type 22 (Homo sapiens). recombinant LYP phosphatase, fluorescence intensity; higher % means a stronger effect. inhibition, % at 11.5 µM; hits with a dose series show IC50 in µM. 290,000 compounds, 0.054% hits;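 also: plate controls were vehicle with enzyme for no effect and no enzyme for full effect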
P. falciparum M1AAP – P. falciparum M1AAP inhibitors, biochemical, fluorogenic H-Leu-NHMec substrate, 1536-well (AID 1445); Aminopeptidase N (Plasmodium falciparum (isolate 3D7)); recombinant M1AAP, H-Leu-NHMec fluorogenic kinetic assay; higher % means a stronger effect; inhibition, % at 30 µM; hits with a dose series show IC50 in µM; 220,000 compounds, 0.42% hits;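 active = primary inhibition above the hit cutoff, then over 50% inhibition at one or more dose response concentrations, cut at about 23% in these data, passing the limit was not always enough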;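 also: plate controls were DMSO full reaction for no effect and no enzyme background for full effect; strong numbers were not always called active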
PMI inhibitors – inhibitors of human PMI, primary screen, biochemical, fluorescence intensity, coupled assay (AID 1209); Mannose-6-phosphate isomerase (Homo sapiens); purified PMI enzyme, coupled fluorescence intensity; higher % means a stronger effect; inhibition, % at 20 µM, or IC50 in µM where a hit was titrated; 190,000 compounds, 0.42% hits;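 also: plate controls were DMSO vehicle for no effect and wells lacking substrate for full effect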
PMI inhibition – human PMI inhibitors, high substrate, primary screen, biochemical, fluorescence intensity, high mannose 6-phosphate (AID 1220); Mannose-6-phosphate isomerase (Homo sapiens); recombinant PMI enzyme, coupled fluorescence intensity; higher % means a stronger effect; inhibition, % at 20 µM, or IC50 in µM where a hit was titrated; 190,000 compounds, 0.66% hits
WT yeast gro inh – growth inhibition of WT strain, primary screen, mitochondrial fusion inhibitor project, WT and mutant strains, chemical genetic. AID 1362, 2008. mitochondrial fusion phenotypic screen. 190,000 compounds, 2.1% hits. inhibition, % at 10 µM; in the data active = inhibition above about 58%; tested in S. cerevisiae
TNAP activation fold – human TNAP enzyme activators, primary screen, biochemical, luminescent, no phosphate acceptor, uHTS (AID 1001) | purified TNAP, luminescent activation assay, no phosphate acceptor; higher activation fold means a stronger effect | activation fold at 20 µM; hits with a dose series show EC50 in µM | 200,000 compounds, 0.03% hits | Alkaline phosphatase, tissue-nonspecific isozyme (Homo sapiens); in the data active = activation fold from about 3, or a potency from the dose series; inactive = the rest, 99 in 100 with activation fold below about 1.6; also: many of its hits are not listed in these tables
WT yeast gro inh mutant strain – second read-out of WT yeast gro inh, no call of its own (marks repeat the call); inhibition, %; mitochondrial fusion phenotypic screen, mutant strain inhibition
Numbers without * were called inactive; i = inactive; nt = no result given. Rule as the data show it, unless noted: active = inhibition above about 50%; inactive = the rest.

SMILES	XIAP antagonists	Yfh1-off respiration	M17LAP inhibition	LYP inhibition	P. falciparum M1AAP	PMI inhibitors	PMI inhibition	WT yeast gro inh	WT yeast gro inh mutant strain	TNAP activation fold
COc1cccc(F)c1C(=O)NC(=O)Nc1ccc2nc(C)oc2c1	nt	i	-2%	-16%	5%	nt	nt	nt	nt	nt
Cn1nccc1NC(=O)CSCC(=O)O	nt	i	-3%	-10%	0%	nt	nt	nt	nt	nt
COCCNC(=O)CS(=O)Cc1nc(-c2ccccc2C)oc1C (stereo not given)	-1.8%	i	4%	-4%	-7%	1%	6%	7	9	1.1
CC(C)OC(=O)c1c(NC(=O)c2cnn3c2NC(c2ccccc2)CC3C(F)(F)F)sc2c1CCCC2 (stereo not given)	-6.0%	i	-1%	-8%	1%	-11%	3%	5	-4	1.1
COc1ccccc1N1CCN(C(=O)Cn2nnc(-c3ccncc3)n2)CC1	-5.1%	i	8%	-2%	12%	-3%	6%	-3	0	1.1
CCc1ccc(NC(=O)/C(C#N)=C\c2ccc(OC)c(C(=O)O)c2)cc1	-4.0%	i	8%	3%	-7%	nt	nt	15	7	1.1
S=C1NCN(Cc2cccnc2)CN1c1cccc(Cl)c1	nt	i	5%	-3%	1%	nt	nt	nt	nt	nt
CC(=O)N1CC(=O)N(Cc2ccccc2)/C(=C/c2ccccc2)C1=O	-4.2%	i	-7%	-3%	2%	-7%	-4%	-26	1	1.1
CCOC(=O)c1[nH]c2ccc(OCC)cc2c1NC(=O)CN1CCCC(C)C1 (stereo not given)	-0.7%	i	-2%	-9%	4%	-18%	-2%	-16	-9	1
CC(=O)CSc1nc2ccc(Nc3nc(N4CCOCC4)nc(N4CCOCC4)n3)cc2s1	-2.5%	i	-5%	4%	8%	15%	11%	9	13	1.1
CC1(C)NC(=O)N(CC(=O)OCC(=O)Nc2cccc(F)c2)C1=O	-1.2%	i	-2%	-5%	1%	-3%	-3%	3	-2	1.1
CCOc1cc(/C=N/NC(=O)c2cccnc2)ccc1OCC(N)=O	-3.4%	i	36%	0%	3%	-3%	-8%	1	9	1.1
Cc1cc(C)n2nc(SCC(=O)N(C)C)nc2n1	-1.6%	i	1%	-4%	7%	4%	0%	-16	-38	1
CC(=O)n1c2c(c3ccccc31)OC(N)=C(C#N)C2c1cccc(Cl)c1Cl (stereo not given)	-1.9%	i	-1%	-4%	0%	0%	1%	-1	2	1
CCn1c(COc2ccc(Cl)cc2)nnc1SCc1nc2ccccc2[nH]1	-2.2%	i	6%	-1%	3%	10%	6%	14	13	1.3
Nc1c(S(=O)(=O)c2ccccc2)c2nc3ccccc3nc2n1C1CC1	-5.8%	i	-7%	-12%	-1%	1%	0%	6	-2	1.1
COCCNc1nc(=S)[nH]c2cc(OC)c(OC)cc12	-2.6%	i	-1%	-5%	-2%	-16%	-16%	2	-21	1
CCNC(=S)N/N=C/c1cccc(/C=N/NC(=S)NCC)c1	-1.3%	i	6%	-7%	6%	11%	9%	2	-3	1
O=C(Nc1ccccc1N1CCOCC1)c1ccc2c(c1)C(=O)N(Cc1ccncc1)C2=O	1.4%	i	16%	4%	-1%	-7%	-1%	10	-1	1.1
C=CCc1cccc(CNc2ccc(Br)cc2)c1O	-5.1%	i	1%	-1%	5%	18%	14%	46	25	1.1
N#CC1=C2SCC(O)(c3ccccc3)N2C(=O)CC1c1ccccc1F (stereo not given)	-26%	i	-1%	3%	10%	10%	5%	15	10	1.1
Cc1cc(C(=O)Nc2sc3c(c2C#N)CCC(C(C)(C)C)C3)no1 (stereo not given)	-3.2%	i	-3%	-5%	2%	9%	4%	-7	11	1.1
CC(C)(C)/C(O)=C/c1nc2ccccc2[nH]c1=O	-1.8%	i	-1%	0%	1%	20%	14%	-17	14	1
O=C(Nc1cc(S(=O)(=O)Nc2ccccc2Cl)ccc1O)c1sc2cc(Cl)ccc2c1Cl	-2.7%	i	-2%	-8%	-1%	2%	2%	-2	-6	0.8
Cc1cccc(OCC(=O)Nc2cc(S(=O)(=O)N3CCCCC3)ccc2N2CCN(C)CC2)c1	-7.4%	i	-4%	-7%	6%	14%	8%	2	5	1.1
Cc1ccc(C)c(OCC(O)CN2CCC(C)CC2)c1C (stereo not given)	0.4%	i	3%	-9%	-3%	3%	-1%	17	6	1.1
Cc1ccccc1N1CCN(C(=O)c2ccccc2NC(=O)/C=C\C(=O)O)CC1	-2.0%	i	-7%	0%	7%	1%	-4%	-10	28	1.1
Cc1nnc(NC(=O)CSc2nc(C3CCCCC3)nc3ccccc23)s1	-6.0%	i	15%	4%	0%	15%	19%	-17	12	1
O=C(NCCSc1c[nH]c2ccccc12)C1CC1	-1.6%	i	-1%	-1%	9%	4%	4%	-26	-2	1.1
COC(=O)C(C(=O)Nc1cccc(Cl)c1C)C1CCCC1 (stereo not given)	-7.5%	i	-6%	3%	5%	-1%	-5%	-12	-29	1
CCn1cc(C(=O)NC(C)C23CC4CC(CC(C4)C2)C3)cn1 (stereo not given)	-10%	i	-6%	-2%	3%	-7%	-1%	0	8	1
N#CC(c1ccc(F)cc1)c1ccc(C(=O)c2ccc(F)cc2)cc1 (stereo not given)	-1.0%	i	11%	-6%	2%	5%	-1%	36	11	1.1
CC(C)CC(=O)NC(=S)Nc1ccc(NC(=O)c2cccs2)cc1	-8.1%	i	-5%	-10%	4%	12%	2%	13	21	1.1
COc1ccccc1NC(=O)Nc1ccc(CC#N)cc1	nt	i	17%	-3%	7%	nt	nt	nt	nt	nt
Cc1cc(NS(=O)(=O)c2ccc(NC(=O)CSc3nnc(-c4ccco4)n3Cc3ccco3)cc2)nc(C)n1	-14%	i	-3%	5%	8%	6%	2%	-14	-15	1
Cc1[nH][nH]c(=O)c1N=Nc1ccccc1	-0.8%	i	-13%	-3%	12%	-2%	1%	0	7	1.5
Cn1cnc([N+](=O)[O-])c1Sc1n[nH]c(N)n1	nt	i	-4%	1%	3%	nt	nt	nt	nt	nt
COc1ccc(-c2csc3ncn(-c4cccc(C)c4)c(=O)c23)cc1OC	-4.2%	i	6%	-2%	-3%	1%	7%	-2	-8	1
Cc1nn(Cc2ccc(C(=O)NC3CCCCC3)o2)c(C)c1Br	-3.4%	i	9%	-3%	9%	10%	-1%	29	27	1.1
N#C/C(=C\c1ccc([N+](=O)[O-])cc1)C(=O)NCCCn1ccnc1	nt	i	20%	-7%	1%	nt	nt	nt	nt	nt
CC(NC(=O)CSc1nnc(CC(=O)Nc2ccc(Cl)c(Cl)c2)n1C)c1ccccc1 (stereo not given)	-4.9%	i	-1%	-2%	12%	-22%	-46%	-5	2	1
CN(C)NC(=S)NC1CCS(=O)(=O)C1 (stereo not given)	nt	i	-2%	-11%	3%	nt	nt	nt	nt	nt
CCCn1nc(Oc2nc(NC(C)C)nc(N(C)C)n2)ccc1=O	-20%	i	-6%	-6%	1%	0%	2%	-17	-3	1.1
Cc1cc(C)cc(OCC(=O)N2N=C(c3cccnc3)CC2(O)C(F)(F)F)c1 (stereo not given)	-1.5%	i	-10%	-2%	-1%	9%	9%	5	-14	1
CC12CN3CC(C)(CN(C1)C31C(=O)N(Cc3ccccc3)c3ccccc31)C2=O (stereo not given)	-3.1%	nt	nt	-8%	nt	6%	1%	nt	nt	1

Profiles, looked up by structure. Order of screens: XIAP antagonists, Yfh1-off respiration, M17LAP inhibition, LYP inhibition, P. falciparum M1AAP, PMI inhibitors, PMI inhibition, WT yeast gro inh, WT yeast gro inh mutant strain, TNAP activation fold
CC(NC(=O)CSc1nnc(CC(=O)Nc2ccc(Cl)c(Cl)c2)n1C)c1ccccc1 (stereo not given) across the screens: -4.9%, i, -1%, -2%, 12%, -22%, -46%, -5, 2, 1
C=CCc1cccc(CNc2ccc(Br)cc2)c1O across the screens: -5.1%, i, 1%, -1%, 5%, 18%, 14%, 46, 25, 1.1
CC(=O)CSc1nc2ccc(Nc3nc(N4CCOCC4)nc(N4CCOCC4)n3)cc2s1 across the screens: -2.5%, i, -5%, 4%, 8%, 15%, 11%, 9, 13, 1.1

(cont.)
SMILES	XIAP antagonists	Yfh1-off respiration	M17LAP inhibition	LYP inhibition	P. falciparum M1AAP	PMI inhibitors	PMI inhibition	WT yeast gro inh	WT yeast gro inh mutant strain	TNAP activation fold
CCOc1ccc(N(C(=O)C2CCCO2)C2C=CS(=O)(=O)C2)cc1 (stereo not given)	-2.6%	i	1%	-5%	11%	-5%	-5%	-13	-15	1
N#Cc1nc(-c2ccco2)oc1NCCCn1ccnc1	-6.6%	i	-18%	-10%	8%	9%	1%	2	1	1
CC(CN1CCCCC1)OC(=O)C1c2ccccc2Oc2ccccc21 (stereo not given)	-3.0%	i	13%	-7%	2%	-9%	-31%	-7	-30	1.1
COc1ccc2c(c1)[nH]c1c(=O)n(CCc3cnc[nH]3)cnc12	-7.7%	i	12%	-6%	4%	-2%	-30%	7	4	1.1
Cc1ccc(S(=O)(=O)c2c(CO)c(-c3ccccc3)nn2C)cc1	0.0%	i	-1%	-2%	1%	0%	-4%	-5	17	1.2
CCOC(=O)C1(C)/C(=N/Nc2ccccc2OC)C(=O)C(=O)N1c1ccccc1 (stereo not given)	-5.0%	i	15%	-3%	5%	-36%	-59%	14	-3	0.8
Cc1ccc(S(=O)(=O)N2CCCC2C(=O)O)cc1 (stereo not given)	-5.1%	i	-11%	-5%	4%	-3%	-1%	26	21	1.1
CCOC(=O)C1=C(O)/C(=C/c2cc(OC)c(OC)c(OC)c2)SC1=Nc1ccc(OC)cc1	5.2%	nt	-5%	-4%	0%	4%	-1%	-22	-20	1.1
O=C(c1cccc(-n2cnnn2)c1)N1CC=C(c2ccccc2)CC1	-8.3%	i	9%	-8%	8%	4%	-2%	-2	7	1.1
Cc1ccc(NC(=O)N2CCCc3ccccc32)cc1	-3.9%	i	23%	0%	9%	-1%	1%	0	-11	1.1
CCN(c1ccccc1)S(=O)(=O)c1ccc(Cl)c(NC(=O)COC(=O)c2ccc[nH]c2=O)c1	nt	i	-10%	-1%	6%	nt	nt	nt	nt	nt
O=C(CNC(=O)c1ccccc1)N/N=C/c1ccc([N+](=O)[O-])o1	-4.0%	i	10%	1%	9%	4%	15%	-13	15	0.8
CCSc1nnc(-c2cc3c(s2)-c2ccccc2CC3)o1	-1.7%	i	-10%	-26%	19%	-5%	-2%	37	25	1
O=C(Nc1ccccc1)c1ccccc1Oc1ccc(C(F)(F)F)cc1[N+](=O)[O-]	-8.1%	i	-3%	-2%	6%	11%	4%	30	7	0.9
O=C(O)CSc1nnc(Cc2ccccc2)n1Cc1ccccc1	-2.7%	i	4%	-10%	1%	15%	4%	12	22	1
CCOC(Cn1c(SCc2cc(C(C)=O)ccc2OC)nc2ccccc2c1=O)OCC	-3.5%	i	0%	-2%	3%	-5%	6%	-9	16	1.3
Cc1nnc(NC(=O)c2c(-c3ccccc3Cl)noc2C)s1	1.4%	i	8%	-5%	0%	-1%	-2%	-7	-12	1.1

Assay outcomes (PubChem)
